# High-throughput results from PubChem.
# ERp5 inh – inhibitors of ERp5-driven insulin aggregation, primary screen, biochemical, turbidity, absorbance 650 nm, single point; 90 min; inhibition, % at 9.99 µM; actives 0.05% (n = 350,000); AID 651711, 2012;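 active = mean replicate inhibition above about 25%, with every replicate also reaching it, limit read from the data, passing the limit was not always enough; inconclusive = only one of those two criteria met; inactive = neither criterion met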
# Target sequence (Q15084 whole entry, looked up): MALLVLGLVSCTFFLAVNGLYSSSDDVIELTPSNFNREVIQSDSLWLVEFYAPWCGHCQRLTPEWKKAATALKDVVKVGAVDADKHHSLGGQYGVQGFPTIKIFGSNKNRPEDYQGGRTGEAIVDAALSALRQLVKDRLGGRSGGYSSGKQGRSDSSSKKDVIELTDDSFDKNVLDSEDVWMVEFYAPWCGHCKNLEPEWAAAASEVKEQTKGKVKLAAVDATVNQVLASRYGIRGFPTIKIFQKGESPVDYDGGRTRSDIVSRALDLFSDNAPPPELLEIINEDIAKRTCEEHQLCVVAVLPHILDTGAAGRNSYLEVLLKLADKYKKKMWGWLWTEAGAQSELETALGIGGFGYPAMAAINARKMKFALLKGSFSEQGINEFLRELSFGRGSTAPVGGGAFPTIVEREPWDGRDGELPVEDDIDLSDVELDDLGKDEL
# miR-122 sensor – miR-122 Renilla sensor signal increase in Huh7, primary screen, miR-122 inhibitor project, cell-based, single point, plate reader | activation (reporter increase), % at 12.5 µM | actives 0.3% (n = 340,000) | Huh7 miR-122 Renilla luciferase sensor, 48 h; neutral wells = 0, positive control = 100;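 active = mean replicate activation score at least 90 and every replicate individually at or above 90; inconclusive = only one of the two criteria met; inactive = neither criterion met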;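 also: higher luciferase means less miR-122 activity so hits act as miR-122 inhibitors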
# ERAP1 inh – human ERAP1 aminopeptidase inhibitors, primary screen, biochemical, single point, plate reader. Endoplasmic reticulum aminopeptidase 1 (Homo sapiens), Q9NZ08. recombinant ERAP1, Leu-AMC fluorescence, 60 min. inhibition, % at 10.7 µM. actives 0.15% (n = 340,000);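 active = mean replicate inhibition of at least 30%, or all replicates individually reaching that 30% level; inactive = mean below 30% and not every replicate reaching it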;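 also: 0% = neutral control wells and 100% = L-leucinethiol positive control wells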
# SIRT5 inh – SIRT5 desuccinylase inhibitors, primary screen, biochemical, fluorescence imaging, single point, set 5; Purified SirT5, succinyl-peptide AMC, trypsin-coupled fluorescence; AID 652115, 2013; inhibition, % at 15 µM; actives 1.1% (n = 330,000); NAD-dependent protein deacylase sirtuin-5, mitochondrial (Homo sapiens), Q9NXA8; in the data active = inhibition above about 15%; inconclusive = no clear call, values can overlap the other calls
# Target sequence (Q9NXA8 whole entry, looked up): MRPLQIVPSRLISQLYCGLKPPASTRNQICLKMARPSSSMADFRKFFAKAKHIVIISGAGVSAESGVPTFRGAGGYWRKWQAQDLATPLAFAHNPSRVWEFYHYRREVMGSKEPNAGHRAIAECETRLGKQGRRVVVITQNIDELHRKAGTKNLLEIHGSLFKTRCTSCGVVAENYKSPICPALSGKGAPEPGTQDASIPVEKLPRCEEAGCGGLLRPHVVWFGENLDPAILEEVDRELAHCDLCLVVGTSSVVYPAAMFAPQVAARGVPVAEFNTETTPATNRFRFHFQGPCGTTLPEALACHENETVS
# F508del corr – F508del CFTR correction, initial screen, CFBE line, single point | activity (quench increase), % at 7.58 µM | actives 0.36% (n = 350,000) | CFBE cells, YFP halide quenching; stimulated with forskolin plus potentiator P3; % fluorescence drop versus neutral controls | AID 720511, 2013;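 active = mean added fluorescence quench of at least 8% versus neutral control, with both replicates also reaching 8%; inconclusive = only one of the mean or replicate conditions met; inactive = mean below 8% and not both replicates reaching 8%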;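 also: cells transiently co-express mutant CFTR-F508del with the halide-sensitive YFP; corrector assay measuring rescue of mutant channel to the surface after 24 h compound exposure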
# DENV2 CPE rescue – inhibitors of DENV2 cytopathic effect, primary screen, cell-based, plate reader, single concentration; DENV2-infected cells, cytopathic effect rescue; CPE inhibition, % at 9.99 µM; actives 1.7% (n = 350,000); AID 651640, 2012; in the data active = CPE inhibition above about 20%, passing the limit was not always enough; inconclusive = no clear call, values can overlap the other calls; tested in BHK-21 cells;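 also: 0% = median of neutral control wells and 100% = median of positive control wells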
# CASP6 VEID inh – human caspase-6 inhibitors, primary screen, biochemical, VEID-R110 fluorescence, single point, set 2; actives 0.53% (n = 350,000); purified caspase-6, Z-VEID-R110 cleavage fluorescence; AID 686996, 2013; inhibition, % at 12.5 µM;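 active = mean inhibition across replicates at least about 35%, with every replicate also reaching that limit, limit read from the data; inconclusive = only one of the two criteria met; inactive = neither criterion met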;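 also: 0% = median of neutral control wells and 100% = no fluorescence left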
# Target sequence (P55212 24-179 limits assumed): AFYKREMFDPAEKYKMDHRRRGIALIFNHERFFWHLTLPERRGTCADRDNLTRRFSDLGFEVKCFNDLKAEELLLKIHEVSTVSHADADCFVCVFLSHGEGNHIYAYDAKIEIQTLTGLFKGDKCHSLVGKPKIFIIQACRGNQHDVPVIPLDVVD
# Target sequence (P55212 194-293 limits assumed): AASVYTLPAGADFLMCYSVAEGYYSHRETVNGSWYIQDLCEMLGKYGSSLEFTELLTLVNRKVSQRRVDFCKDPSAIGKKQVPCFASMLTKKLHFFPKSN
# An asterisk follows results filed as active; ? = inconclusive; nt = not tested or not shown; & = joins results of further samples; [ ] = dose if it differs, or a comment. Random draw from the library; 4% or so of the library scored in one or more.
compound	ERAP1 inh	CASP6 VEID inh	DENV2 CPE rescue	SIRT5 inh	miR-122 sensor	ERp5 inh	F508del corr
CCC(=O)N1[C@@H](CO)[C@H](c2ccccc2)[C@@H]1CN(C(C)C)S(C)(=O)=O	nt	nt	-4	-3	-33[16.7 µM]	0	0.8
Cc1noc(C)c1S(=O)(=O)Nc1ccc2c(c1)C(=O)N([C@@H](C)CO)C[C@H](C)[C@@H](CN(C)Cc1ccncc1)O2	1	-2	6	1	0[16.7 µM]	9	-1.3
CCOC(=O)c1c(Cc2cccc(Cl)c2)c[nH]c1C	1	2	-3	-3	nt	-5	nt
COc1ccc(NC(=O)Nc2ccc3c(c2)C(=O)N([C@@H](C)CO)C[C@H](C)[C@H](CN(C)C(=O)NC(C)C)OCCCC[C@@H](C)O3)cc1	-3	1	-5	-8	nt	-1	-1.1
Cc1cc(C(F)(F)F)nc(CCNC(=O)C2CCC(=O)N(Cc3cccc(F)c3)C2)n1 (configuration not stated)	2	-1	15	-2	-5	3	-2.9
Cc1ccc(C(=O)OCC(=O)N(C)C2CCS(=O)(=O)C2)cc1S(=O)(=O)N1CCOCC1 (configuration not stated)	-3	6	-5	-4	1	-1	-0.1
CCOc1cc(N2CCOCC2)c(OCC)cc1NC(=O)[C@H](C)N1C(=O)C2CC=CCC2C1=O (some centres not stated)	3	-1	1	-3	nt	-2	0.4
Fc1ccccc1-c1ccc(/C=N/Nc2nc3ccccc3[nH]2)o1	3	2	-2	-1	nt	-4	nt
COc1ccccc1CNc1ccc2c(c1)CCC2	1	-3	-4	-2	1	-2	-1.2
Cn1c(CO)cnc1-c1ccccc1	1	2	-4	-2	nt	1	-0.4
CO[C@H]1CN(C)C(=O)c2ccc(NC(=O)C3CC3)cc2OC[C@H](C)N(C(=O)C2CCOCC2)C[C@H]1C	0	-1	7	-5	2[16.7 µM]	-4	-1.2
CC(OC(=O)C1=Cc2ccccc2OC1)C(=O)NCC1CCCO1 (configuration not stated)	9	29	6	12	-9	10	1.8
C[C@H]1CN([C@@H](C)CO)C(=O)c2c(c3ccccc3n2C)-c2ccccc2CO[C@H]1CN(C)Cc1ccc(-c2ccccc2)cc1	2	-3	2	9	nt	-4	0.0
CC(C)[C@H]1COCCS(=O)(=O)N1Cc1ccccc1-c1ccc(C(C)(C)C)cc1	nt	-4	-8	-1	-1	1	0.2
NC(=O)C1CCN(c2nc(-c3ccccc3Br)cs2)CC1	-1	nt	80*	nt	nt	-3	1.8
COc1ccc(/C=C/c2ccc3cccc(O)c3n2)cc1Br	-3	-6	-5	-2	3	3	4.0
C/C(CC(=O)Nc1ccc(Cl)c(C(F)(F)F)c1)=N\NC(N)=S	-1	0	-3	-8	-3	5	1.7
C[C@@H]1CN([C@@H](C)CO)C(=O)CCCn2cc(nn2)CO[C@H]1CN(C)S(=O)(=O)c1cccs1	-2&-4	-2&-2	-3&8	0	1	4&-5	-4.8&2.4
O=C(CN1C(=O)NC2(CCCC2)C1=O)Nc1nc2ccccc2s1	-3	-1	-1	-2	nt	-2	2.8
CC(=O)Nc1ccc(NC(=O)C(C)OC(=O)C2CCN(S(=O)(=O)c3cccs3)CC2)cc1 (configuration not stated)	-4	0	0	-4	-26	3	1.9
COc1ccc(NC(=O)COC(=O)C2=COCCO2)cc1OC	1	-1	2	-5	0	1	0.7
O=C(NCc1ccccc1)C1CCCN(S(=O)(=O)c2ccc(F)cc2)C1 (configuration not stated)	0	-1	3	2	nt	7	1.0
CCOc1ccc(NC(=O)CN(C)C(=O)C2CC(=O)N(c3ccc4c(c3)OCCO4)C2)cc1OCC (configuration not stated)	1	-126	-9	-1	-3	-2	1.7
COc1ccc(CCN2C(=O)CCC2(C)c2nnnn2-c2c(C)cccc2C)cc1OC (configuration not stated)	8	0	8	nt	nt	5	-3.0
C[C@H]1CN([C@@H](C)CO)C(=O)c2cccc(NC(=O)Nc3cccc4ccccc34)c2O[C@@H]1CN(C)S(=O)(=O)c1ccc(Cl)cc1	1	-1	-1	-2	5[16.7 µM]	7	4.7
CCc1nnc(NS(=O)(=O)c2ccc(NC(=O)c3cc(Cl)ccc3OC)cc2)s1	-10	3	-1	4	7	2	-1.4
Cc1ccc(-n2ncc3c(=O)n(-c4cccc(C)c4)c(=O)[nH]c32)cc1	-1	-3	-3	-5	-4	-4	2.1
COc1ccc(C#Cc2ccc([C@@H]3[C@@H](CO)N4CCCCN(Cc5ccncc5)C[C@H]34)cc2)cc1	-2	-4	-30	-3	-12[16.7 µM]	-5	0.9
Cc1c(OCC(=O)NCc2ccccn2)ccc2c(-c3ccccc3)cc(=O)oc12	nt	-5	-16	nt	-1	8	3.0
CO[C@@H]1CN(C)C(=O)c2ccc(NC(=O)Nc3c(C)noc3C)cc2OC[C@H](C)NC[C@@H]1C	nt	nt	0	0	nt	-3	-3.7
COC(=O)C1CCN(C(=O)COC(=O)CNC(=O)c2ccc(Cl)cc2Cl)CC1	-1	4	?	-5	0	-4	-0.3
N#C[C@H]1[C@H](c2ccc(C#Cc3ccc(F)cc3)cc2)[C@H](CO)N1C(=O)C1CCC1	-2	-3	6	2	nt	2	-5.4
O=C(NCCc1cn2cccnc2n1)C1CCC(=O)N(Cc2ccccc2F)C1 (configuration not stated)	1	-5	-2	-20	-4	2	-0.6
C[C@@H]1CCCCO[C@@H](CN(C)C(=O)Cc2ccccc2)[C@@H](C)CN([C@H](C)CO)C(=O)c2cc(NC(=O)C3CCCCC3)ccc2O1	0	4	?	-5	-5	-2	4.7&-1.9
CO[C@@H](CN(C)C(=O)c1cnccn1)[C@H](C)CN([C@H](C)CO)S(=O)(=O)c1ccccc1	-1	0	-1	-5	nt	-2	0.6
COc1ccccc1-c1noc2c1C(=O)N(Cc1cn(-c3ccccc3OC)nn1)CC2	0	2	20	-2	nt	1	-0.5
C[C@@H]1CCCCO[C@H](CN(C)Cc2ccc(C(=O)O)cc2)[C@@H](C)CN([C@@H](C)CO)C(=O)c2cc(NC(=O)Nc3ccccc3)ccc2O1	-6	2	0	5	5[16.7 µM]	-2	-2.7
O=C(C[C@@H]1C=C[C@@H](NC(=O)c2cccnc2)[C@H](CO)O1)NCc1ccncn1	0	3	4	-4	nt	4	2.0
CC(C)(C)c1ccc(C(=O)N2CCC2(C)C(=O)Nc2cccc3ccccc23)cc1 (configuration not stated)	0	2	-6	-1	7	6	-0.2
O=C(C[C@H]1CC[C@H](NC(=O)C2CC2)[C@@H](CO)O1)NCC1CC1	-3	-5	-4	4	nt	-6	-3.6
CNC(=S)NNC(=O)c1ccc(N(C)C)cc1	-1	-1	2	-2	-2	5	0.7
CCN(CC)C(CNC(=O)c1cc(=O)[nH]c2ccccc12)c1ccccc1Cl (configuration not stated)	6	0	2	-2	0	1	-1.9
Cc1ccc(S(=O)(=O)N[C@@H]2CC[C@H](CCNC(=O)C3CCOCC3)O[C@@H]2CO)cc1	3	-1	19	2	nt	6	-0.3
C[C@H](CO)N1C[C@H](C)[C@@H](CN(C)C)Oc2ccc(N(C)C)cc2CC1=O	-3	-1	2	-1	-9[16.7 µM]	-1	-0.4
Cc1cc(C)cc(NC(=O)CN2C(=O)c3ccccc3C2=O)c1	1	0	3	-1	1	1	0.6
CCN(C[C@H]1N[C@@](Cc2ccccc2)(C(=O)OC)[C@H]2C(=O)N(Cc3ccccc3)C(=O)[C@@H]12)C(=O)Nc1ccc(F)cc1	nt	1	-13	0	nt	4	2.5
O=C(CSc1ccc2nc(-c3ccccc3)cn2n1)NCC1CCCO1 (configuration not stated)	-29	2	3	-17	-1	1	2.2
O=C(CC12CC3CC(CC(C3)C1)C2)NCc1ccccc1	2	-4	-2	-3	3	-1	-4.2
Cc1ccc(NC(=O)COC(=O)Cc2c[nH]c3ccccc23)cc1F	-11	-1	-4	7	3	-2	-2.9
COCc1cc(N2CCCC2)nc(-c2ccccc2)n1	1	-2	2	1	-2	-2	-3.1
COCCNC(=S)N1CCC(Cc2ccccc2)CC1	-5	7	-3	-2	nt	0	-1.7
CC(C)C1CC(C(F)(F)F)n2nc(C(=O)O)cc2N1 (configuration not stated)	0	-2	-2	1	nt	-6	-1.8
Cn1c(NC(=O)CC2CCCCC2)cc(=O)n(C)c1=O	nt	1	?	nt	-10	4	-1.9
Cc1cc(Br)ccc1NC(=O)CN(C)C(=O)c1ccc(-n2cncn2)c([N+](=O)[O-])c1	7	2	?	5	1	-7	-0.5
O=C(NCCc1ccccc1F)C1CCC(=O)N(Cc2ccccc2F)C1 (configuration not stated)	1	-2	3	-1	-7	0	3.6
CCc1ccc(C(=O)C(C)OC(=O)C2COc3ccccc3O2)cc1 (configuration not stated)	9	1	-3	-3	5	-2	nt
Cc1ccc(NS(=O)(=O)c2ccc3c(c2)oc(=O)n3C)cc1F	6	2	1	2	34	-3	1.3
CCc1cccc2c(C(=S)N3CCOCC3)c[nH]c12	0	1	-3	-4	nt	6	1.6
C[C@H](CO)N1C[C@H](C)[C@@H](CN(C)S(C)(=O)=O)Oc2ncc(/C=C/c3ccccc3)cc2C1=O	-2	2	-3	2	-2[16.7 µM]	-2	0.1
CC(NC(=O)[C@H](C)NC(=O)C1CC(=O)N(c2ccc3c(c2)OCO3)C1)c1ccccc1 (some centres not stated)	4	4	1	-2	nt	-3	-0.3

# Next section, starting with the last two of the part before.
compound	ERAP1 inh	CASP6 VEID inh	DENV2 CPE rescue	SIRT5 inh	miR-122 sensor	ERp5 inh	F508del corr
C[C@H](CO)N1C[C@H](C)[C@@H](CN(C)S(C)(=O)=O)Oc2ncc(/C=C/c3ccccc3)cc2C1=O	-2	2	-3	2	-2[16.7 µM]	-2	0.1
CC(NC(=O)[C@H](C)NC(=O)C1CC(=O)N(c2ccc3c(c2)OCO3)C1)c1ccccc1 (some centres not stated)	4	4	1	-2	nt	-3	-0.3
CN(C)C=NC(=O)c1cn(-c2ccc(F)cc2)c(=O)c2ccccc12	11	-3	-4	0	nt	-12	-1.9
COc1cc(NC(C)CCCN)c2ncccc2c1 (configuration not stated)	3	91*	6	-1	2	-2	2.1
COCCCNC(=S)N(CCCO)Cc1cc2cc3c(cc2[nH]c1=O)OCCO3	-4	-1	-3	-5	-5	2	1.3
CCN(C(=O)COC(=O)c1c(C)noc1C)C1CCS(=O)(=O)C1 (configuration not stated)	2	2	4	-6	nt	9	-1.4
Cc1nc(/C(N)=N/OC(=O)c2cccc(Cl)c2)c(C(F)(F)F)o1	nt	2	1	-2	2	6	-0.9
NS(=O)(=O)c1ccc(CCNC(=O)c2ccccc2Cc2ccccc2)cc1	-2	2	-11	-1	2	0	5.0
CCOc1ccc2nc(N3CCCC(C(=O)NCC4CCCO4)C3)sc2c1 (configuration not stated)	nt	2	12	-1	-1	2	-3.2
Cc1ccc(S(=O)(=O)N2CCCCC2)cc1C(=O)Nc1ccc(S(=O)(=O)Nc2ncccn2)cc1	nt	51*	1	5	8	2	-3.9
N#C/C(=C/c1ccc(O)c(O)c1)c1nc2ccccc2[nH]1	-3	34	7	2	7	2	0.8
O=[N+]([O-])c1ccc(N2CCN(S(=O)(=O)c3ccc4ccccc4c3)CC2)cc1NCC1CCCO1 (configuration not stated)	2	0	-8	1	-5	4	nt
Cc1cc(C)c2c3c(sc2n1)C(=O)N(c1ccccc1)CC(=O)N3	-2	6	1	1	nt	-7	-1.3
CC1CCC(NC(=O)C2(C)CCC(=O)N2Cc2cccnc2)CC1 (configuration not stated)	-5	-8	-13	1	-6	5	-0.7
CCNC(=S)N1CCC(c2nc3cc(C)c(C)cc3[nH]2)CC1	5	-5	1	-5	nt	4	1.5
